PglD DTNB: C. jejuni PglD acetyltransferase inhibitors, primary screen, biochemical, DTNB colorimetric, single point. inhibition, % at 12.5 µM. hit rate 0.098% among 360,000. purified PglD enzyme, DTNB colorimetric CoA detection. UDP-N-acetylbacillosamine N-acetyltransferase PglD (Campylobacter jejuni); in the data active = inhibition above about 16%, passing the limit was not always enough; note: strong numbers were not always called active
EWS-Fli block: EWS/Fli-driven NR0B1 reporter inhibitors, primary screen, A673 cells, NR0B1 luciferase, luminescence, MLPCN library. inhibition, % at 12.6 µM. hit rate 0.67% among 350,000. viability-normalised;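 active = mean inhibition of at least 50% after viability correction, with every replicate also passing that limit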;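 note: firefly luciferase signal divided by Alamar Blue viability fluorescence both relative to DMSO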
S100A4 inh HTS: inhibitors of S100A4-myosin IIA peptide binding, primary screen, biochemical, fluorescence polarization, TAMRA-MyoIIA peptide | AID 652163, 2013 | hit rate 0.14% among 360,000 | Protein S100-A4 (Homo sapiens), P26447 | inhibition, % at 10.7 µM;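 active = mean inhibition of at least 70% across replicates, with every replicate also reaching that level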
Target sequence (P26447 whole entry, looked up): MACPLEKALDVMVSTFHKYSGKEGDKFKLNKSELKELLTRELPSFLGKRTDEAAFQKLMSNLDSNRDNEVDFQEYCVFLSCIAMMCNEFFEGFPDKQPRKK
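System – human S100A4 monomer protein, biochemical binding assay · Buffer or medium – Calcium-containing HEPES buffer, pH 7.2 · Timing – 5 min between mix addition and reading · Also added – TAMRA-labelled myosin IIA heavy-chain peptide probe, 5 nM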
FN deposit inh: inhibitors of fibronectin matrix deposition, primary screen, AH1F cells, Alexa488-fibronectin fluorescence, plate reader | inhibition, % at 12.6 µM | AID 743247, 2014 | hit rate 0.086% among 350,000 | AH1F fibroblasts, overnight;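 active = mean inhibition across replicates of 30% or more, regardless of how many single replicates reach that level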;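 note: positive control wells lacked labelled fibronectin entirely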
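test system = AH1F fibroblasts assembling fluorescent fibronectin matrix | quantity = 10000 AH1F cells per well | buffer or medium = DMEM plus 2% serum, read in PBS | doses = single dose, pinned | incubation = 1 h cell attachment, overnight exposure to compound and label | detection = fluorescence at 485 nm excitation, 525 nm emission | read-out basis = inhibition from reduced deposited-fibronectin fluorescence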
LGR2 antag: inhibitors of bursicon-induced LGR2 CRE-luciferase signal, primary screen, cell-based, HEK293, CRE-luciferase reporter, bursicon stimulation; Drosophila bursicon receptor LGR2 (rickets); bursicon-stimulated, 4 h; inhibition, % at 9.99 µM; hit rate 0.35% among 380,000;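 active = drop in luminescence signal, shown as inhibition above about 50% in the replicate tests, limit read from the data, passing the limit was not always enough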;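 note: agonist challenge used bursicon conditioned medium at about half maximal strength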
ERAP1 HTS inh: human ERAP1 aminopeptidase inhibitors, primary screen, biochemical, single point, plate reader. Endoplasmic reticulum aminopeptidase 1 (Homo sapiens), Q9NZ08. recombinant ERAP1, Leu-AMC fluorescence, 60 min. inhibition, % at 10.7 µM. hit rate 0.15% among 340,000. AID 652197, 2013;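 active = mean replicate inhibition of at least 30%, or all replicates individually reaching that 30% level; inactive = mean below 30% and not every replicate reaching it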;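 note: 0% = neutral control wells and 100% = L-leucinethiol positive control wells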
Target sequence (Q9NZ08 whole entry, looked up): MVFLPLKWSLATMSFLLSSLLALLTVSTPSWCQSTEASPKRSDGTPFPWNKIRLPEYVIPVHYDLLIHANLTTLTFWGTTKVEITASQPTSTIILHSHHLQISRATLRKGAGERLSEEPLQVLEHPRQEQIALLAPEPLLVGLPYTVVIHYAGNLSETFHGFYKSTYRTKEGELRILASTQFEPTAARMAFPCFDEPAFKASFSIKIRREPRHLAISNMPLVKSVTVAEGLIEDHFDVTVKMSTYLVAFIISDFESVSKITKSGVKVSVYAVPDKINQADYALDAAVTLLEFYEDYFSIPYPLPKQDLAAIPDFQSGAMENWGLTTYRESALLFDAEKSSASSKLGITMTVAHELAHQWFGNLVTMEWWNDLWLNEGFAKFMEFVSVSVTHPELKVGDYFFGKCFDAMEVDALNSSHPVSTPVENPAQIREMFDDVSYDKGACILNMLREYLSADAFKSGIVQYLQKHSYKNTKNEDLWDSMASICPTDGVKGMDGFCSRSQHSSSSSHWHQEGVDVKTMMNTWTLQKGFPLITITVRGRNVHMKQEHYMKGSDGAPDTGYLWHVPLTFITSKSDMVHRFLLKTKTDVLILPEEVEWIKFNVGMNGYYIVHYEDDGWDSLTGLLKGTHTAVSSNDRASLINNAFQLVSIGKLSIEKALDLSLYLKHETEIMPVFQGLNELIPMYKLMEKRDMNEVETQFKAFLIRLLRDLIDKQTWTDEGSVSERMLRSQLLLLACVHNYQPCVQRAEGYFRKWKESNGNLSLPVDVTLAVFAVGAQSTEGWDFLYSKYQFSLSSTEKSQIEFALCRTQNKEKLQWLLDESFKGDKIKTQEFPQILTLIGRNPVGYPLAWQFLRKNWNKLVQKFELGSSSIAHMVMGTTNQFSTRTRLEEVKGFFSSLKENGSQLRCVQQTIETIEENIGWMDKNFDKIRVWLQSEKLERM
PGC1a acetyl inh: inhibitors of PGC1a acetylation signal, primary screen, cell-based, U2OS, AlphaScreen, inhibitor mode; inhibition, % at 15.6 µM; AlphaScreen anti-acetyl-lysine; with virally co-expressed GCN5 acetyltransferase; hit rate 0.17% among 350,000;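 active = every replicate shows inhibition of at least 40%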;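 note: 0% = neutral control wells and 100% = positive control wells; some results beyond the cut were filed as inactive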
PAX8 reporter: inhibitors of PAX8-driven TPO luciferase reporter, primary screen, RMG-I cells, single concentration. inhibition, % at 12.6 µM. SteadyGlo, 24 h. hit rate 1.2% among 360,000;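 active = mean replicate inhibition at least 60% with every replicate also reaching 60%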;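 note: luciferase light reporting Pax8 driven TPO promoter activity; plate controls were median of neutral control wells for no effect and mitoxantrone controls for full effect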
* = called active by the depositor; . = no result given.

SMILES	PglD DTNB	EWS-Fli block	S100A4 inh HTS	FN deposit inh	LGR2 antag	ERAP1 HTS inh	PGC1a acetyl inh	PAX8 reporter
COCCNC(=O)C1C(=O)Nc2ccccc2C(=O)N1Cc1ccccc1 (centres undefined)	.	-2	-6	.	-14	.	.	-8
COc1cccc(C#Cc2ccc([C@@H]3[C@@H](C#N)N[C@@H]3CO)cc2)c1	0	-53	-14	3	-32	-2	-23	-114
CC(C)c1ccc(CNCCCSc2ncccn2)cc1	2	9	10	-5	.	-3	.	11
CCCc1nnc(SCC(=O)Nc2nc(C)cs2)n1CCOC	1	.	-1	-1	-21	-1	-1	-18
Cc1ccc(OCCCC(=O)Nc2ccc(S(=O)(=O)Nc3cc(C)nc(C)n3)cc2)cc1	-1	0	-4	6	22	-2	-13	3
Cc1cc(NC(=O)CCC(=O)N(CC(=O)NCC2CCCO2)c2ccc(Cl)c(Cl)c2)no1 (centres undefined)	3	-4	-1	-12	-5	0	5	10
CC1CCCN(C(=O)Nc2ccc(Br)cc2Cl)C1 (centres undefined)	.	-68	7	-5	-34	-4	.	-55
CCCCCn1c(N2CCC(C(N)=O)CC2)nc2c1c(=O)[nH]c(=O)n2C	7	.	.	3	.	.	7	-6
CCN1CCN(c2ccc(S(=O)(=O)N3CCCCC3)cc2NC(=O)/C=C/c2ccc(OC)c(OC)c2)CC1	-3	3	1	3	-4	4	-10	-4
O=C(/C=C/c1cn(-c2ccccc2)nc1-c1cccs1)NCCN1CCOCC1	-2	-9	-2	-5	10	-8	-5	10
CC(C)C#Cc1ccc([C@H]2[C@H]3CN(S(=O)(=O)c4ccccc4)CC(=O)N3[C@H]2CO)cc1	.	-1	-4	-8	-2	0	12	30
O=[N+]([O-])c1cccc(C(=S)N2CCN(c3ccccc3)CC2)c1	-21	.	.	-10	22	.	-9	5
Cc1ccc(C2CC(=O)N3CN(Cc4ccco4)CSC3=C2C#N)cc1 (centres undefined)	7	.	.	3	.	.	11	-26
O=C(/C=C/c1ccc(S(=O)(=O)N2CCOCC2)cc1)NCc1ccccc1	.	12	-3	0	22	-1	.	-10
CO[C@@H]1CC[C@H]2CCN(C)C(=O)CCCN(C)C(=O)c3cc(C#N)ccc3OC[C@@H]1O2	1	1	-2	-4	22	0	.	-9
CC(=O)Nc1ccc(S(=O)(=O)c2cc(O)ccc2O)cc1	7	16	0	0	-5	-3	12	22
Cc1cc(C(=O)CN2CCC(C)CC2)c(C)n1-c1ccc(F)cc1	.	-5	-7	-20	-37	-3	.	-68
O=C(NC(=S)Nc1ncccn1)c1ccccc1Br	1	-2	2	2	-13	19	-8	24
CN(C)CC(=O)N1CC(=O)N2[C@H](CO)[C@@H](c3ccc(-c4ccc(C(=O)N(C)C)cc4)cc3)[C@H]2C1	.	.	2	.	-2	-1	-3	.
COc1ccc(-c2[nH]ncc2CN(CCO)CC23CC4CC(CC(C4)C2)C3)c(OC)c1	-1	0	-8	17	5	3	-1	2
C=CCNC(=O)c1onc(CSc2ccc(OC)cc2)c1C(=O)O	1	5	-2	7	6	1	11	-16
COCCNC(=O)C1(C)CCCN(Cc2ccc3ccccc3c2Br)C1 (centres undefined)	2	12	3	.	31	-2	-9	10
COc1ccccc1OCc1ccc(C(=O)Nc2ccc(Cl)cn2)o1	.	-6	4	-9	-25	0	.	-8
O=C(COC(=O)c1cc(S(=O)(=O)N2CCOCC2)cs1)c1ccccc1	5	.	.	2	.	.	2	3
CCOC(=O)C1Cc2c([nH]c3ccccc23)CN1 (centres undefined)	3	.	.	-4	.	.	-7	2

Going on with the list.
SMILES	PglD DTNB	EWS-Fli block	S100A4 inh HTS	FN deposit inh	LGR2 antag	ERAP1 HTS inh	PGC1a acetyl inh	PAX8 reporter
Cc1cc(C)cc(NC(=O)C2CCN(C(=O)c3cccs3)CC2)c1	-2	3	6	8	5	-1	-9	0
CNC[C@H]1Oc2ccc(NS(=O)(=O)c3ccc(Cl)cc3)cc2C(=O)N([C@@H](C)CO)C[C@@H]1C	-1	4	-18	.	-8	2	2	-17
CC(C)NC(=O)N(C)C[C@H]1OCCCC[C@H](C)Oc2ccc(NC(=O)C3CCCCC3)cc2C(=O)N([C@@H](C)CO)C[C@H]1C	2	.	-1	-3	-14	-1	-13	0
COc1ccc(Cc2nc3ccccc3c(=O)n2N)cc1OC	.	4	5	5	5	.	.	-3
Cc1cc(C)nc(SCc2ccc(C(=O)O)o2)n1	-3	.	.	1	.	.	-12	1
COc1cc(NS(=O)(=O)c2ccc3ccccc3c2)c2ncccc2c1	6	34	-2	8	32	-4	.	.
O=C1CNC[C@H]2[C@@H](c3ccc(C4=CCCCC4)cc3)[C@H](CO)N12	.	-2	9	-12	5	1	0	-8
Cc1cccc(-c2c(O)cc(=O)[nH]c2Cl)c1	8	0	-2	.	1	7	-3	3
Cc1ccc(N(CC(=O)NCc2ccc(Cl)cc2)S(C)(=O)=O)cc1	5	5	9	3	-7	0	19	13
S=C(NCC1CCCO1)NC1CCCCC1 (centres undefined)	.	4	-3	3	-31	0	.	10
C#CCN(C[C@@H]1[C@@H](OC(=O)NC2CC2)[C@@H](OC(=O)NC2CC2)CN(C(=O)OC(C)C)N1C(=O)OC(C)C)S(=O)(=O)c1ccc(C)cc1	-5	0	-3	-5	23	0	1	-8
O=C(NC(=S)NCc1ccco1)c1ccccc1	.	-9	-3	-4	2	-1	-10	-22
O=C(NCC1CCCO1)c1cc2cc(F)ccc2[nH]1 (centres undefined)	-4	-17	-14	-5	14	0	-1	-40
Cc1ccc(C)c(S(=O)(=O)N2CCCOC2CNC(=O)C(=O)NC2CCCC2)c1 (centres undefined)	3	5	2	.	0	2	6	0
Cc1c(NC(=O)COC(=O)c2ccc[nH]c2=O)c(=O)n(-c2ccccc2)n1C	4	1	-1	4	-17	3	15	-2
Cc1ccc(C)c(NC(=O)C2CCC(C)(C(=O)O)C2(C)C)c1 (centres undefined)	-6	.	.	7	.	.	7	-10
CC(C)C(NC(=O)c1c(F)cccc1F)C(=O)NC1CC(C)(C)NC(C)(C)C1 (centres undefined)	-3	-5	-1	7	-4	-3	-6	2
O=C(NC(c1ccc(F)cc1)c1ccc2ccccc2n1)C1CCN(CCOc2ccc(F)cc2)CC1 (centres undefined)	0	13	-4	-1	6	-1	0	34
C[C@@H]1CN([C@@H](C)CO)C(=O)c2cc(NS(C)(=O)=O)ccc2O[C@@H](C)CCCCO[C@H]1CN(C)C(=O)CCC(F)(F)F	-2	-4	3	.	0	1	-6	0
C[C@H](NC(=O)C[C@@H]1C=C[C@H](NC(=O)C2CCC2)[C@@H](CO)O1)c1ccccc1	3	-2	1	-13	10	2	-6	-8
Cc1oc2cc3oc(=O)c(CC(=O)NCCCC(=O)O)c(C)c3cc2c1C	-8	1	9	5	5	0	22	-13
COc1ccccc1CCC(=O)OCC(=O)NC1CCCCC1	-5	-1	1	-7	0	4	3	5
O=C(NCCS(=O)(=O)N1CCc2ccccc2C1)c1ccccc1	7	7	-3	-1	-13	1	.	-11
COCCN(CCOC)C(=O)CN1C(=O)NC(Cc2c[nH]c3ccccc23)C1=O (centres undefined)	-1	10	0	2	-6	0	.	6
C=CCN(Cc1nc(-c2ccc(OC)c(OC)c2)oc1C)C1CCS(=O)(=O)C1 (centres undefined)	.	7	3	0	1	11	-14	12

Further compounds follow:
SMILES	PglD DTNB	EWS-Fli block	S100A4 inh HTS	FN deposit inh	LGR2 antag	ERAP1 HTS inh	PGC1a acetyl inh	PAX8 reporter
CC(C)c1ccc(NC(=O)CN2CCN(c3ccccn3)CC2)cc1	-1	2	-3	2	-10	0	1	-6
CC(C)CN(C(=O)CSc1nc(N)cc(N)n1)C1CCS(=O)(=O)C1 (centres undefined)	-3	5	1	-1	19	0	6	7
CCOC(=O)c1cnc2ccc(C(=O)OC)cc2c1Nc1ccc2c(c1)OCCO2	-12	.	-21	2	.	.	1	.
C[C@H]1CN([C@@H](C)CO)C(=O)Cc2cc(NC(=O)Cn3cnnn3)ccc2O[C@H]1CN(C)CC1CC1	-1	-11	-6	.	14	2	11	.
C[C@@H]1CN([C@H](C)CO)C(=O)c2cc(NS(=O)(=O)c3ccc(F)cc3)ccc2O[C@@H]1CN(C)C(=O)Nc1ccccc1	4	10	2	2	13	-4	2	.
Cc1cc(C)nc(N/N=C/c2ccc(N3CCOCC3)cc2)n1	-3	9	0	3	-6	2	-9	9
CCOc1ccccc1NC(=O)c1ccc2[nH]c(C)c(C)c2c1	-1	-77	1	-5	-19	1	7	-65
O=C(NNc1nc2ccccc2s1)Nc1ccccc1	.	-27	2	0	.	-6	.	-127
COc1cccc(CN2CCC2(C)C(=O)Nc2ccc(C)c(O)c2)c1F (centres undefined)	-2	-37	1	2	30	12	4	24
CC1(C)CCC(=O)c2ccccc21	1	8	2	.	-3	5	3	9
CC(C)CCN1C(=O)CSCC1(C)C(=O)NC(C)C (centres undefined)	.	5	-2	-22	-12	-2	.	-5
Cc1ccc(C)c(NS(=O)(=O)c2ccc3c(c2)NC(=O)CO3)c1	-1	.	-1	-5	6	1	0	-5
O=C(NCCCN1CCOCC1)c1cnn2c(-c3ccccc3)cc(-c3ccccc3)nc12	-4	.	.	-3	-30	.	-25	.
CCCc1cn(CC[C@H]2CC[C@H](NC(=O)C3CCCCC3)[C@H](CO)O2)nn1	1	1	-3	.	-19	1	4	-9
N#C[C@@H]1[C@@H](c2ccc(-c3ccccc3F)cc2)[C@H](CO)N1C(=O)C1CCC1	0	10	-9	10	-7	1	-6	-4
Cc1cc(C(=O)NC(=S)Nc2ccccc2N2CCCC2)ccc1[N+](=O)[O-]	3	-7	7	-3	2	-3	5	17
COc1ccc(-c2cc(NC(C)=O)c3ncc(-c4cccc(C(C)=O)c4)n3c2)cc1OC	-5	11	-4	2	10	15	-19	16
NC(=O)c1cc(-c2ccccc2)nc(Oc2ccccc2)n1	-3	.	.	3	.	.	-8	-4
COc1ccccc1C1C2=C(COC2=O)Nc2cc3c(cc21)OCO3 (centres undefined)	1	.	.	-10	.	.	0	86*
COCCNc1oc(-c2cccs2)nc1S(=O)(=O)c1ccc(C)cc1	4	-17	0	-4	0	-1	1	3
COc1ccccc1S(=O)(=O)N(C)C[C@H]1Oc2cc(C#CCC3CCCC3)ccc2S(=O)(=O)N([C@@H](C)CO)C[C@@H]1C	1	20	-1	-2	-42	-1	-22	82*
O=C(c1cc2ccccc2o1)N1CCN(S(=O)(=O)c2ccc(F)c(F)c2F)CC1	1	3	2	12	7	-5	-3	-3

Screening results deposited in PubChem BioAssay by Broad Institute.
